Screening results: PubChem, several laboratories
Keap1 Nrf2 FP: Keap1-Nrf2 protein-protein interaction inhibitors, primary screen, biochemical, fluorescence polarization, single point; inhibition, % at 9.4 µM; Kelch-like ECH-associated protein 1 (Homo sapiens), Q14145; 340,000 tested, 0.15% active; Keap1 Kelch-Nrf2 peptide fluorescence polarization, 1536-well; in the data active means inhibition above about 12%;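 further: human Keap1 Kelch domain with fluorescein labeled Nrf2 9mer peptide probe; 0% = neutral control wells and 100% = peptide positive control; higher means more block of Keap1 binding to Nrf2 peptide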
CAL-PDZ inh HTS: untagged CAL PDZ binding inhibitors, primary screen, biochemical, fluorescence polarization, HTS. Golgi-associated PDZ and coiled-coil motif-containing protein (Homo sapiens), Q9HD26. purified CAL PDZ, TMR-peptide fluorescence polarization, 1 h. inhibition, % at 24.9 µM. 300,000 tested, 0.92% active. AID 602252, 2012;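 active means mean inhibition of at least 30% with at least half of replicates also reaching 30%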;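 further: 0% = DMSO neutral control and 100% = excess unlabeled competitor peptide PRC23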
HTR5A inv ctr: HTR5A inverse agonists in luminescence cell assay, primary screen, counter-screen for OPRM1-OPRD1 heterodimer inverse agonist project, full-deck HTS. 340,000 tested, 0.083% active. HTR5A cell line, inverse agonism. 5-hydroxytryptamine receptor 5A (Homo sapiens), P47898. inhibition, % at 9.3 µM; in the data active means inhibition mostly above about 23%, no sharp cut-off; inactive means mostly below about 18%;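 further: 0% = cells with DMSO and 100% = no-cell wells with DMSO; some compounds called inactive have numbers as strong as hits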
OPRM1-OPRD1 ag: agonists of OPRM1-OPRD1 heterodimerization, primary screen, cell-based, luminescence. AID 504326, 2011. 340,000 tested, 0.3% active. cells. Mu-type opioid receptor (Homo sapiens) + Delta-type opioid receptor (Homo sapiens), …. activation, % at 9.3 µM; in the data active means activation above about 18%;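 further: 0% = vehicle-treated cells and 100% = reference agonist; values of inactives mirror those of a sister screen read the other way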
Target sequence (P35372 whole entry, looked up): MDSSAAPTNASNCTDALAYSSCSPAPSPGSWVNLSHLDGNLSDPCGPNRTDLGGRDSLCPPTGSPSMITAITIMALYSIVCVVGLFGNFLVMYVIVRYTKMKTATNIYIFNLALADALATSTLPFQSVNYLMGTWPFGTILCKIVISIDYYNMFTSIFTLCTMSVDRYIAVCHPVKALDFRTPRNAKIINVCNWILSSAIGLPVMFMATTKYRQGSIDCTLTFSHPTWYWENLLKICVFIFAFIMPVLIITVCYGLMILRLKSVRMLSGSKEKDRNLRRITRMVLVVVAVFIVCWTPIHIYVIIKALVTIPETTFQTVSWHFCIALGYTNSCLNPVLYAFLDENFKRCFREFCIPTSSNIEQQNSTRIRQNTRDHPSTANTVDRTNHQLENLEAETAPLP
Target sequence (P41143 whole entry, looked up): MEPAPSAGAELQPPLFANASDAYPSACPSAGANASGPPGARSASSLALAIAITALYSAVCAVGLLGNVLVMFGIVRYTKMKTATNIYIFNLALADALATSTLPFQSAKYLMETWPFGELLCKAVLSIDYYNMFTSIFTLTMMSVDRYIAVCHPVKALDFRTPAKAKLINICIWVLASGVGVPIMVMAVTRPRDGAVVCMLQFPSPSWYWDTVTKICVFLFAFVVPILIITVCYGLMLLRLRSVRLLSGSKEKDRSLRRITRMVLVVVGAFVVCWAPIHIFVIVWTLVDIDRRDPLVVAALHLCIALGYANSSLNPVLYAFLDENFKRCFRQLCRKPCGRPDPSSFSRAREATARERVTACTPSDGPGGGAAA
RTF Ca sens act: cardiac RTF calcium sensitivity activators, primary screen, biochemical, IANBD-TnC fluorescence, EC20 calcium. 340,000 tested, 0.24% active. IANBD-labeled TnC RTF fluorescence at EC20 calcium; 0% EC20 calcium, 100% full calcium. Troponin I, cardiac muscle (Homo sapiens) + Troponin T, cardiac muscle (Homo sapiens) + …. AID 493008, 2010. activation, % at 7.2 µM;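 active means activation above the mean over all tested compounds plus 3 SD, cut at about 30% in these data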;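 further: rise in fluorescence read as greater calcium sensitivity of cardiac thin filaments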
OPRM1-OPRD1 inv: inverse agonists of MOR-DOR heterodimerization, primary screen, cell-based, luminescence; Mu-type opioid receptor (Homo sapiens) + Delta-type opioid receptor (Homo sapiens), …; cell-based MOR-DOR heterodimer luminescence, inverse agonism; inhibition, % at 9.3 µM; 340,000 tested, 0.21% active; in the data active means inhibition above about 22%, passing the limit was not always enough;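 further: 0% = cells with DMSO and 100% = wells without cells with DMSO; values of inactives mirror those of a sister screen read the other way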
V-ATPase pHluor: regulators of yeast V-ATPase proton pumping, primary screen, pHLuorin cytosolic pH fluorescence. S. cerevisiae. response, % at 10 µM. 350,000 tested, 0.37% active. AID 504577, 2011; in the data active means response mostly above about 7.3%, no sharp cut-off; inactive means mostly below about 5.4%; further: actives read high; inactives centre near 0; some compounds called inactive have numbers as strong as hits; reference of the scale not given here
RTF Ca sens inh: cardiac RTF calcium sensitivity inhibitors, primary screen, biochemical, IANBD-TnC fluorescence, EC70 calcium | 340,000 tested, 0.12% active | IANBD-labeled cardiac RTF, Ca2+ fluorescence | inhibition, % at 7.15 µM;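 active means inhibition above the mean inhibition of all tested compounds plus 3 SD, cut at about 17% in these data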;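 further: assay run at fixed EC70 calcium of 1.6 mM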
HTR5A ag ctr: HTR5A agonists in luminescence cell assay, primary screen, counter-screen for OPRM1-OPRD1 heterodimer agonist project, full-deck HTS | cell-based | activation, % at 9.3 µM | 340,000 tested, 0.61% active; in the data active means activation mostly above about 9.5%, no sharp cut-off; inactive means mostly below about 7.6%;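 further: 0% = cells with vehicle only and 100% = reference agonist; strong numbers were not always called active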
LANA DNA inh: inhibitors of KSHV C-LANA binding to DNA, primary screen, biochemical, fluorescence polarization, FAM-LBS DNA, MBP-C-LANA, single point; inhibition, % at 9 µM; 340,000 tested, 0.078% active;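 active means highest replicate inhibition at or above 60% at 9 µM, even if other replicates fall short; inactive means all replicates below 60% inhibition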;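 further: 0% = neutral control wells and 100% = 4 µM acridine orange control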
Numbers without * were called inactive; x = no result given.

item	SMILES	RTF Ca sens inh	OPRM1-OPRD1 inv	OPRM1-OPRD1 ag	CAL-PDZ inh HTS	LANA DNA inh	RTF Ca sens act	Keap1 Nrf2 FP	HTR5A ag ctr	V-ATPase pHluor	HTR5A inv ctr
1	COc1ccc(N2CCN(C(=O)CCc3ccccc3)CC2)cc1	-5	-5	0.8	-2	-2.4	12	-1	-2	2	9
2	Cc1c(Br)c([N+](=O)[O-])nn1CC(=O)NCc1ccccc1	-7	-1	0.1	-5	2.0	3	2	-2	-4	5
3	CCC(=O)N(C)/C=C1\Sc2ccccc2C1=O	-9	-6	1.1	1	-2.5	-6	-10	-1	4	2
4	O=C1NCCN1CCNS(=O)(=O)c1ccc2ccccc2c1	0	20	-3.9	-2	1.8	-4	2	-1	-2	3
5	Cc1ccc(NC(=O)c2cccc(S(=O)(=O)N(C)C3CCCCC3)c2)nc1	-12	-12	2.6	4	-0.2	-11	-2	4	0	25
6	COc1ccc(C(c2nnnn2C2CCCC2)N2CCC(C(N)=O)CC2)c(OC)c1 (configuration not stated)	-6	20	-4.4	-3	0.7	0	0	0	0	2
7	O=C(NCN1C(=O)C2C3C=CC(C3)C2C1=O)OC1CCCCC1 (configuration not stated)	4	10	-1.8	-1	-0.8	-4	-1	7	-3	15
8	C=CC(=O)Nc1cccc(CN2C(=O)N(c3cc(OC)cc(OC)c3)Cc3cnc(NCCCCN(CC)CC)nc32)c1	-2	10	-1.8	-6	-4.3	-1	-13	4	6	-7
9	CN(C)CCN(Cc1ccco1)C(=O)c1oc2ccccc2c1NC(=O)COc1ccccc1	-3	-28	5.5	x	-1.0	-3	-1	2	-2	3
10	CCOc1ccccc1CNC(=O)CCCn1ncn2c(cc3occc32)c1=O	5	8	-1.5	2	0.9	-2	2	-3	8	-7
11	O=C(Nc1cccc(S(=O)(=O)NC2=NCCC2)c1)c1ccc(F)cc1F	-5	11	-2.7	-6	-1.2	-1	-2	4	2	-8
12	CSc1ccc(C2CC(=O)Nc3nc(SC)[nH]c(=O)c32)cc1 (configuration not stated)	1	14	-2.5	-5	-1.2	-7	-10	-3	2	8
13	CCOc1ccccc1-c1nnc(SCC(=O)NC2CC2)n1CC	-9	10	-1.9	20	-1.9	3	-1	0	1	-14
14	Cc1cc(C(=O)N2CCCC(N3CCN(c4cccc(C(F)(F)F)c4)CC3)C2)c(C)o1 (configuration not stated)	-2	2	-0.5	-2	-0.4	2	-2	8	4	15
15	O=C(NCc1cccnc1)c1ccc(CS(=O)(=O)c2ccc(Br)cc2)o1	-9	1	-0.2	1	-0.9	-5	-3	-2	0	6
16	O=C(NNC1=NCCC1)c1cccc(S(=O)(=O)N2CCCCC2)c1	0	-3	0.5	-3	0.0	-2	0	2	-8	-1
17	O=C(NCc1ccccn1)c1c(O)c2c([nH]c1=O)CCCC2	-3	12	-2.0	-1	-0.3	-3	-3	3	-4	-7
18	Fc1ccc(C2c3cccn3CCN2C(=S)Nc2cccc(Br)c2)cc1 (configuration not stated)	9	-6	1.2	-14	0.3	-5	-4	0	3	1
19	COc1ccc(C(=O)OCC(=O)c2ccc[nH]2)c(OC)c1	1	22	-4.2	23	0.2	2	-2	-3	-2	13
20	CSc1ccc(/C=N/NC(=O)CN2CCN(Cc3ccccc3Cl)CC2)cc1	1	-2	0.4	-1	1.6	5	2	5	3	-18
21	O=C(NCCCc1ccccc1)c1cncc(Br)c1	-3	4	-0.8	-12	-0.7	2	-2	5	0	-19
22	Cc1ccc(OC(C)C(=O)N=Nc2c(O)[nH]c3ccc([N+](=O)[O-])cc23)cc1 (configuration not stated)	-12	3	-0.5	-1	-0.5	-1	-4	-5	-2	13
23	COCc1cc(C)nc(N)c1C#N	-10	8	-1.3	-3	-1.1	3	-6	0	4	-28
24	CCN1C(=O)N(CC)C2C1N(CO)C(=O)N2CO (configuration not stated)	-1	17	-3.3	5	1.4	-3	-3	3	-2	-8
25	COC(=O)N1C(=O)[C@@](c2ccccc2)(C(C)C)N1C(=O)OC	-3	19	-3.4	-5	0.4	4	-41	3	2	-3
26	Cc1cc(Cl)ccc1OCC(=O)N/N=C1\CC2C=CCC12 (configuration not stated)	4	17	-2.9	0	0.9	5	0	-5	-3	14
27	Cc1ccccc1C(=O)NC1CCN(C(=O)Nc2ccc(F)cc2)CC1	-22	12	-2.2	-2	-1.3	15	-3	-4	0	9
28	O=[N+]([O-])c1ccccc1-c1ccc(/C=N/n2cnnc2)o1	2	-15	2.7	-2	0.6	-4	-2	1	0	28
29	O=C(CNC(=O)C(c1ccccc1)c1ccccc1)OCC(=O)c1cccs1	0	14	-2.7	-5	0.7	0	-3	0	1	-2
30	CC(C)NC(=O)NC(=O)CN1C(=O)NC2(CCc3ccccc3C2)C1=O (configuration not stated)	-9	16	-3.6	-10	0.3	2	2	-1	-2	5
31	CN(C1CCCCC1)S(=O)(=O)c1ccc(S(=O)(=O)N2CCN(C(=O)c3ccccc3F)CC2)cc1	-13	-13	2.3	1	-2.5	7	-1	2	-1	-6
32	CC(=O)c1ccc(NC(=O)C2CCCN2S(=O)(=O)c2cccc3cccnc23)cc1 (configuration not stated)	-7	-6	1.3	x	2.8	-3	-4	4	3	-12
33	CC(=O)c1ccc(NC(=O)COC(=O)c2nc(Cl)ccc2Cl)cc1	8	1	-0.2	0	0.0	-3	-6	2	-1	-6
34	CC1Cc2ccccc2N1CC(=O)NC(=O)NCc1ccccc1 (configuration not stated)	7	-2	0.5	-1	2.0	-2	0	-3	3	-5
35	Cc1nn(-c2ccccc2)c(C)c1/C=N/n1c(-c2ccncc2)n[nH]c1=S	7	-7	0.9	-1	0.3	-4	2	0	x	13
36	O=C(O)C1CSC(c2ccc3c(c2)OCO3)N1 (configuration not stated)	-12	17	-3.3	-4	-0.5	-4	-10	4	-5	-26
37	O=C(C1CCN(C2CCN(C/C(Cl)=C/c3ccccc3)CC2)CC1)N1CCOCC1	-10	-2	0.5	4	1.0	4	5	4	4	-22
38	O=C(COC(=O)[C@@H]1CC(O)CN1S(=O)(=O)c1ccc([N+](=O)[O-])cc1)NC12CC3CC(CC(C3)C1)C2 (some centres not stated)	-7	-7	1.1	-1	-0.7	-3	-2	4	-3	-11
39	O=C(NCC(=O)N(c1cccnc1)C(C(=O)NCc1ccco1)c1ccccc1)c1ccco1 (configuration not stated)	12	5	-0.8	-3	1.1	-2	-4	1	-2	-20
40	O=C(CCCC(=O)N(CC(=O)NC1CCCCC1)Cc1ccc2c(c1)OCO2)Nc1ccccn1	2	-6	0.9	0	0.9	1	-7	4	-1	14
41	Cc1cccc(C)c1NC(=S)NC(C)(C)CO	1	10	-2.0	79*	-1.2	7	-1	0	4	-28
42	Cc1cc(C(=O)NNC(=O)CCN2CCN(c3ccccc3)CC2)c2ccccc2n1	-2	13	-2.5	x	-0.1	-2	3	-3	1	-1
43	O=C1CCC(=O)N1CC(=O)N1c2ccccc2Sc2ccccc21	1	7	-1.3	0	-2.1	-2	-5	-5	1	-4
44	NC(=O)c1ccc(C(F)(F)F)cn1	1	-5	0.9	-2	0.6	10	-4	6	-2	-14
45	Fc1ccc2c(c1)[C@H]1OCC[C@H]1[C@@H](c1ccco1)N2	-5	12	-2.4	-1	0.1	-1	1	-1	0	14
46	O=C(Cn1nc(Cl)nc1Cl)c1ccc(F)cc1	-14	3	-0.6	-4	-0.7	-8	-3	2	-1	-9
47	O=C(Nc1cccn(Cc2ccccc2Cl)c1=O)NC1CCCCC1	5	14	-2.8	2	0.4	-3	1	0	2	-12
48	Cc1ccc(NC(=O)COc2nc(C)cs2)cc1	-10	6	-1.1	-1	2.7	-3	-1	0	-3	0
49	CC1=C(C(=O)OC2CCCCC2)C(c2cccc([N+](=O)[O-])c2)NC(=O)N1 (configuration not stated)	-6	-6	1.3	-2	0.5	2	1	1	2	-3
50	Cn1cc(S(=O)(=O)CC(=O)N2CCc3ccccc32)c2ccccc21	-4	-1	0.1	0	-2.0	1	-2	6	1	-41
51	COc1ccc(N2C(=O)CC(N(CCc3ccc(S(N)(=O)=O)cc3)C(=S)Nc3ccccc3)C2=O)cc1 (configuration not stated)	2	-4	0.6	-5	-3.4	-2	-1	0	1	0
52	COc1ccc(CCNC(=O)C2CCCN(C(=O)c3ccc(Cl)cc3)C2)cc1 (configuration not stated)	-6	20	-3.2	-4	-0.3	-8	2	4	1	-12
53	CCOCCCNC(=O)CSCc1nc(-c2ccc(SC)cc2)oc1C	1	2	-0.3	-5	2.2	-3	0	1	-2	-1
54	CC(C)(C)NC(=O)CN(C(=O)CNC(=O)c1cccs1)c1ccc2c(c1)OCCO2	5	0	0.0	-3	3.2	5	-3	0	-2	1
55	Cc1cnc(C(=O)OCC(=O)N2CCc3ccccc3C2)cn1	0	7	-1.2	-1	2.3	1	-3	-6	-2	17
56	COc1ccc(C2CCCN2C(=S)Nc2ccccc2C)cc1OC (configuration not stated)	11	17	-3.2	-3	-2.0	-1	-1	-2	-2	4
57	Clc1ccccc1-c1nc2nc3ccccc3nc2n1-c1ccc2c(c1)OCO2	-1	0	0.1	-5	-2.0	2	-4	1	-2	13
58	CCNc1nc(SCCOc2ccc(Cl)cc2Cl)nc(N(C)C)n1	3	-22	4.2	4	-0.6	2	-5	1	0	-2
59	CN(Cc1ccco1)C(=O)c1ccc(CNS(=O)(=O)c2ccc3c(c2)C(C)(C)C(=O)N3C)cc1	-1	10	-1.8	x	0.2	-3	-1	0	0	-1
60	CCN(CC)CCCNC(=O)CN1C(=O)CSc2ccc(S(=O)(=O)N3CCOCC3)cc21	6	4	-0.8	-2	0.5	3	-5	8	2	-21
61	COc1ccc2nc(SCC(=O)NC3CCCCC3)[nH]c2c1	8	-5	0.6	-4	-1.5	-1	-4	-2	0	7
62	O=C(c1cccc(C(F)(F)F)c1)N(c1ccccn1)C1CCCCC1	6	-21	3.6	0	-0.9	5	2	2	1	-6
63	Cc1nc(N)[nH]c(=O)c1Oc1cccc(C(F)(F)F)c1	-5	16	-3.1	71*	-0.7	-6	-5	1	-4	18
